From PubChem BioAssay
NR2E3 ag-1 – inhibitors of NR2E3-RetCOR corepressor binding, primary screen, NR2E3 agonist project, biochemical, TR-FRET, GST-NR2E3, biotin-RetCOR | Photoreceptor-specific nuclear receptor (Homo sapiens), Q9Y5X4 | AID 2300, 2010 | 1536-well | inhibition of corepressor binding, % at 4.78 µM | hit rate 0.12% among 320,000;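 active = percent inhibition above the cutoff of mean plus 3 SD of all tested compounds, set per screening campaign, cut at about 20% in these data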;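 note: 0% = DMSO wells and 100% = biotin wells as full block of FRET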
Target sequence (Q9Y5X4 whole entry, looked up): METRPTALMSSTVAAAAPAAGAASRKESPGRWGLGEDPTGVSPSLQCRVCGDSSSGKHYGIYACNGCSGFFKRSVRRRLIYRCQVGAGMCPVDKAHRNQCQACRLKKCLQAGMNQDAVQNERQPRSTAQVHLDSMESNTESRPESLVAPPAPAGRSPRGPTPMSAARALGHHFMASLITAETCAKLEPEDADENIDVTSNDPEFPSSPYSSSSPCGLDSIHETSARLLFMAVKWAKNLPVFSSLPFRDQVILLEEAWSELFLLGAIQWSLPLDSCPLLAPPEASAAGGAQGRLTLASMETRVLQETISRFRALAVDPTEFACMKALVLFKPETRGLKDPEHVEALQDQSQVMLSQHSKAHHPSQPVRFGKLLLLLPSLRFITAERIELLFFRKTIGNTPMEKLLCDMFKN
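Material: NR2E3–RetCOR corepressor complex | Quantity: 1.35 nM GST-tagged NR2E3 final | Schedule: 5 h at 4 °C | Replication: Singlicate compound wells | Reagent: RetCOR corepressor, biotinylated, 7 nM | Controls: Biotin wells as high control, 0.6% DMSO wells as low control | Signal: TR-FRET, Eu(K)-anti-GST donor, streptavidin-D2 acceptor, ex 340, em 617/671 nm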
hiPSC survival – enhancers of single-cell hiPSC survival, primary screen, ATPlite luminescence. 100% = ROCK inhibitor wells, 0% = DMSO. survival enhancement, % at 20 µM. hit rate 0.044% among 360,000. AID 602274, 2012; in the data active = survival enhancement above about 18%;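 note: cells exposed to compounds for 16 hours before the ATP read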
HIF-2a block – HIF-2a reporter inhibitors, primary screen, luminescence, 786-0 RCC cells. AID 624352, 2012. hit rate 0.72% among 360,000. inhibition, % at 18.8 µM. 786-0 RCC cells HIF-2a reporter, luciferase luminescence, overnight;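 active = inhibition of the luminescence signal of 40% or more relative to plate controls, in a single-dose primary screen at 18.75 µM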
KKLEB tox – cytotoxicity in KKLEB CF airway cells, primary screen, cytotoxicity control for CF NF-kB inhibitor project, cell-based, uHTS, fluorescence assay plates. hit rate 0.36% among 360,000. activity change (cytotoxicity), % at 5 µM. KKLEB CF airway cells viability, ATPlite luminescence, overnight; active compounds read low; cells stimulated with P. aeruginosa culture filtrate. AID 602141, 2011;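 active = corrected activity change at or below -50% at 5 µM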
Shn3 3UTR inh – reduction of Shn3 3'UTR firefly luciferase signal, primary screen, Schnurri-3 inhibitor project, cell-based, Clone20 osteoblasts, set 2; inhibition, % at 12.5 µM; hit rate 0.52% among 360,000; Clone20 osteoblast Shn3 3'UTR firefly luciferase, 24 h; AID 588674, 2011;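 active = mean inhibition of at least 75% with every replicate also reaching 75%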;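 note: 0% = median of neutral control wells and 100% = pilot-screen positive control compound; some compounds past the cut are filed as inactive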
NR2E3 ag-2 – NR2E3 agonists in two-hybrid cells, primary screen, cell-based, luminescence, CHO-S, Gal4-NCOR/VP16-NR2E3; Photoreceptor-specific nuclear receptor (Homo sapiens), Q9Y5X4; luciferase; inhibition of corepressor binding, % at 3.98 µM; hit rate 0.35% among 360,000; AID 602229, 2012;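 active = inhibition above the mean of all tested compounds plus 3 SD, cut at about 70% in these data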;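 note: 0% = DMSO with NR2E3 transfected cells and 100% = cells lacking NR2E3 construct; higher means lower luciferase signal from less NR2E3 corepressor binding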
aDG glyco up – activators of alpha-DG glycosylation, primary screen, uHTS, Pro5-aDG cells, AlphaScreen. AID 624168, 2012. activation, % at 10 µM. hit rate 0.22% among 360,000. alpha-DG glycosylation AlphaScreen (IIH6); 0% Pro5, 100% B10-LARGE cell signal;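 active = activation of at least 8% versus controls, or a plate z-score of at least 8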;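 note: Pro5 are CHO cells carrying HIG-tagged alpha-DG that lacks glycosylation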
MITF TRPM1 inh – inhibitors of MITF-dependent TRPM1 promoter reporter, primary screen, cell-based, SK-MEL-5, single point, luciferase. hit rate 0.83% among 330,000. AID 488899, 2010. inhibition, % at 12.5 µM. SK-MEL-5 TRPM1 promoter luciferase, 24 h;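 active = mean inhibition across replicates of 60% or more, whatever share of single replicates reaches that level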; note: values of inactives mirror those of a sister screen read the other way
Peg3 promoter – Peg3 promoter-driven luciferase inhibitors, primary screen, cell-based, HeLa, luciferase luminescence; HeLa PEG-Prom luciferase reporter, overnight; inhibition, % at 20 µM; hit rate 1.7% among 360,000;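 active = inhibition of at least 50% at 20 µM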
TWEAK-Fn14 inh – inhibitors of TWEAK-Fn14 signaling, primary screen, luciferase reporter cells, uHTS. hit rate 2% among 360,000. inhibition, % at 10 µM. AID 1159606, 2016. TWEAK-stimulated Fn14 reporter cells, luciferase luminescence, 8 h; in the data active = inhibition above about 50%
CF NFkB block – inhibitors of PAF-induced NF-kB signaling, primary screen, cell-based, GFP fluorescence, uHTS. inhibition, % at 5 µM. AID 588850, 2011. hit rate 0.86% among 360,000. KKLEB NF-kB-GFP reporter, GFP fluorescence overnight;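 active = at least 50% inhibition at 5 µM, scaled per plate between neutral and stimulator controls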;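 note: PAF is a Pseudomonas aeruginosa culture filtrate used as stimulus; plate controls were PAF-stimulated DMSO wells for no effect and unstimulated DMSO wells for full effect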
An asterisk follows results filed as active; . = no result given.

smiles	HIF-2a block	KKLEB tox	CF NFkB block	hiPSC survival	MITF TRPM1 inh	NR2E3 ag-2	Shn3 3UTR inh	TWEAK-Fn14 inh	NR2E3 ag-1	Peg3 promoter	aDG glyco up
CCOC(=O)C(C)Sc1nc(-c2ccccn2)ncc1OC (centres undefined)	7.0	13.0	-21.0	-1.2	11.7	44.2	18.1	20.7	-4.2	3.6	1.7
CCn1c(=O)c(CCC(=O)NCCN2CCOCC2)c(C)c2c(C)nn(-c3ccccc3)c21	10.6	1.9	10.8	-0.6	-12.7	2.1	30.5	-11.6	0.7	16.2	0.0
CCOc1ccccc1N(C(=O)c1ccco1)C(C(=O)NC1CCCC1)c1cccnc1 (centres undefined)	19.2	9.4	0.7	1.0	11.0	-6.1	2.4	0.8	2.9	8.4	0.3
CCC(=O)OC1(C(C)=O)CCC2C3CCC4=CC(=O)CCC4(C)C3CCC21C (centres undefined)	13.5	-5.1	50.7*	-2.2	12.2	9.2	17.9	-2.6	.	-4.8	-0.1
O=C(CNS(=O)(=O)c1ccccc1)Nc1ccc2c(c1)OCO2	-37.2	11.5	2.4	0.2	-16.0	-2.3	0.8	0.7	2.6	-25.3	0.0
COc1cccc(C#CC2=CC(=O)C[C@H](c3ccc(F)cc3)C2)c1	36.6	-9.1	28.3	1.6	.	-3.7	16.8	22.0	.	16.1	0.3
c1ccc(CCn2nnnc2CN2CCc3ccccc32)cc1	18.9	-4.3	3.8	0.3	2.6	0.9	20.5	12.1	4.0	13.8	-0.1
CC1(C)Oc2ccc(C(=O)NC3CCCC3)cc2N(CC(=O)NC2CCCC2)C1=O	7.0	9.2	-3.3	-3.0	4.1	0.8	-16.6	15.9	4.5	-1.7	0.1
C/C(=N\N1CCN(Cc2ccc(Cl)cc2)CC1)c1ccc([N+](=O)[O-])cc1	6.2	-5.3	-3.7	-0.3	4.7	-16.9	.	5.8	2.6	5.7	-0.1
C=CCc1cccc(CNc2c(C)cc(C)cc2C)c1O	-1.2	-7.4	23.4	-1.1	16.9	-6.7	0.9	16.2	-1.7	3.4	0.1
CCOc1cc2[nH]c(=O)n(CCC(=O)N3CCN(c4ccccc4OC)CC3)c(=O)c2cc1OCC	6.4	4.0	-0.3	-3.3	-1.6	-1.6	23.9	-10.8	0.4	13.1	0.3
COC(=O)c1ccc(-n2c(C)cc(C(=O)COC(=O)CC3Sc4ccccc4NC3=O)c2C)cc1 (centres undefined)	-58.5	2.6	-1.6	0.7	8.8	-28.4	-16.9	2.5	-1.0	2.1	-0.2
CCN(CCCNC(=O)CN(C)S(=O)(=O)c1ccc2c(c1)CCC(=O)N2)c1cccc(C)c1	12.6	-10.4	-8.9	-2.6	4.4	-24.7	0.7	-14.5	-3.9	0.0	-0.1
CCN(CC)S(=O)(=O)c1cccc(C(=O)N[C@H](C(=O)NCc2ccc(Cl)cc2)C(C)C)c1	8.9	2.8	4.2	1.6	8.3	-18.5	9.5	16.6	1.0	31.2	0.3
O=C1c2ccccc2C(=O)c2[nH]cnc21	16.8	2.1	-25.5	0.0	42.7	-4.6	17.0	-10.8	.	-6.7	0.9

Shown with two lines to a compound: 2 of the compounds above.
Order of results – HIF-2a block | KKLEB tox | CF NFkB block | hiPSC survival | MITF TRPM1 inh | NR2E3 ag-2 | Shn3 3UTR inh | TWEAK-Fn14 inh | NR2E3 ag-1 | Peg3 promoter | aDG glyco up
- C/C(=N\N1CCN(Cc2ccc(Cl)cc2)CC1)c1ccc([N+](=O)[O-])cc1
    6.2 | -5.3 | -3.7 | -0.3 | 4.7 | -16.9 | . | 5.8 | 2.6 | 5.7 | -0.1
- C=CCc1cccc(CNc2c(C)cc(C)cc2C)c1O
    -1.2 | -7.4 | 23.4 | -1.1 | 16.9 | -6.7 | 0.9 | 16.2 | -1.7 | 3.4 | 0.1

More structures follow.
smiles	HIF-2a block	KKLEB tox	CF NFkB block	hiPSC survival	MITF TRPM1 inh	NR2E3 ag-2	Shn3 3UTR inh	TWEAK-Fn14 inh	NR2E3 ag-1	Peg3 promoter	aDG glyco up
O=S1(=O)CC(N2CCN(CC3CC3)CC2)CN1CCc1ccccc1 (centres undefined)	-3.3	-11.8	-2.4	1.8	.	-10.9	7.4	-11.1	.	-1.9	0.1
CCCCN1C(=O)c2ccc(C(=O)OCC(=O)NCCc3ccc(S(N)(=O)=O)cc3)cc2C1=O	12.6	9.4	9.2	4.2	3.9	-12.1	1.9	-0.6	.	2.8	0.0
COCCCNC(=O)c1ccc2c(=O)n(Cc3ccc(Cl)cc3)c(=S)[nH]c2c1	-5.0	-2.4	-1.6	-0.3	4.3	-6.9	-3.0	-28.6	-0.8	9.1	0.2
C[C@@H]1NC(=O)N[C@@H]1CCCCCC(=O)O	5.9	-64.1*	-11.1	-0.5	-6.3	-4.3	17.3	1.6	76.3*	12.1	-0.2
CCOc1ccc(C(CC(=O)O)NC(=O)c2ccco2)cc1 (centres undefined)	16.3	-6.7	-4.8	-2.7	2.7	3.7	1.3	-2.6	1.4	6.7	-0.1
C/C(=N\NC(=O)C1(C)NC(C)(C)Cc2ccccc21)c1ccccc1 (centres undefined)	10.2	-2.6	-5.2	-0.8	6.9	2.4	4.2	13.6	3.7	11.8	0.0
OC(c1ccc(F)c(F)c1)c1nc(-c2cncnc2)cs1 (centres undefined)	4.9	-0.9	2.8	1.3	.	15.9	7.1	6.7	.	1.3	-0.1
CC(=O)c1ccc(NC(=O)C2CC(=O)Nc3nc4ccccc4n32)cc1 (centres undefined)	4.4	-3.7	5.5	0.5	0.9	-17.0	.	-3.7	-0.1	-2.3	-0.3
COc1cc(C#N)c(NC(=S)N2CCN(C(=O)c3ccco3)CC2)cc1OC	-1.5	3.5	-12.8	-0.4	.	5.1	-11.8	2.3	.	5.1	0.3
Cn1c(=O)c2c(nc(Sc3ncnn3CC(=O)NC3CCCCC3)n2C)n(C)c1=O	9.8	1.5	-5.2	-0.1	6.8	11.2	0.8	-7.4	0.9	4.2	0.1
CC1CCN(CCCNC(=O)c2cc3c(s2)-c2ccccc2OC3)CC1	8.2	-1.4	8.3	-0.4	45.5	0.5	-15.0	-16.0	3.4	61.9*	1.3
Cc1ccc(C)[n+](CC(=O)N2CCCCC2)c1	3.6	9.6	5.9	-0.8	-12.3	5.1	3.2	-5.1	.	0.1	1.5
CCN(CC)CC(=O)c1ccc(-c2ccccc2)cc1	45.8*	12.3	-7.1	-0.9	-2.8	-19.4	13.2	16.3	0.4	-7.0	0.0
Cc1cc(NC(=O)CCC(=O)N(CC(=O)NC2CCCC2)c2ccc(F)c(Cl)c2)no1	14.0	2.2	11.7	0.7	15.2	-28.7	-0.3	-4.5	-2.4	-95.3	0.0
CCCCSC(=S)NC1CCS(=O)(=O)C1 (centres undefined)	31.8	-10.9	40.4	-2.6	38.1	-17.0	-18.2	57.2*	-1.2	18.1	0.1
Cc1ccn2cc(-c3ccc(O)c(O)c3)nc2c1	-106.9	-6.5	5.4	-0.8	7.7	-178.2	86.5*	79.7*	-4.7	-119.2	0.0
COc1ccc(OC)c(S(=O)(=O)n2nnc3ccccc32)c1	3.0	9.4	-16.4	0.9	-4.9	-5.2	4.4	7.6	4.2	9.0	0.1
CC(OC(=O)CCN=C1NS(=O)(=O)c2ccccc21)C(=O)Nc1ccc(F)c(F)c1F (centres undefined)	7.9	-17.6	-5.2	0.8	-2.7	7.8	-7.0	9.1	2.3	1.1	0.1
CC(C)(CO)NCc1ccc(Br)cc1	23.8	8.7	-15.1	-0.1	11.2	-5.2	-3.8	0.5	6.6	4.9	0.0
Cc1ccc(Cn2c(=N)c(C(=O)NCCN3CCOCC3)cc3c(=O)n4ccccc4nc32)cc1	-28.8	-10.4	-11.1	-0.4	-3.4	-26.0	-16.9	-26.0	1.7	-18.1	1.2
COc1ccc(/C=C/C(=O)CCC(=O)O)cc1	-40.5	-1.2	8.4	2.7	13.0	-54.6	-5.3	-16.6	6.5	-87.7	-0.4
COCCNC(=O)C1CCN(C(=O)c2cc3sccc3n2Cc2ccc(F)cc2)CC1	7.7	-8.1	8.6	1.7	10.2	-12.7	13.1	-11.3	3.7	12.2	2.4
O=[N+]([O-])c1ccc(-n2nnnc2CN2CCCCC2)cc1	13.5	-8.8	-3.9	0.0	-5.0	-12.3	16.6	-7.9	-1.2	8.1	-0.1
CCOc1ccc2nc(N/C(N)=N/S(=O)(=O)c3ccc(C)cc3)nc(C)c2c1	-79.7	1.2	-17.8	-0.6	.	-4.3	-27.5	-41.5	.	-28.2	0.6
CCCC(=O)C1=C(O)C(C(=O)OC)C(C)(C)CC1=NCc1ccccc1 (centres undefined)	9.0	3.8	7.2	0.8	-5.1	-14.2	-20.3	-30.3	2.4	17.1	0.1
CC(C)c1ccc(C=NNc2ccc([N+](=O)[O-])cn2)cc1	-219.9	1.1	-9.8	0.5	-14.1	-106.9	-10.8	-9.0	.	-332.6	-0.1

Rows were taken by chance, and some 4.4% of all compounds hit somewhere here.
